Pf gamet viab = kills late stage P. falciparum gametocytes. P. falciparum stage V gametocytes, ATP luminescence, 24 h. inhibition, % at 10.9 µM. 0.065% of 150,000 active. AID 743093;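 active = inhibition above the mean plus 3 SD of compounds within the control limits, set per campaign, cut at about 38% in these data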;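 note: 0% = DMSO wells and 100% = medium only without gametocytes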
Avidin fluor = compound fluoresces at 488/530 nm on avidin beads | 0.38% of 220,000 active | AID 1775 | fluorescence (KMESF) at 10 µM | compound fluorescence 488/530 nm, flow cytometry; hits give high values; in the data active = fluorescence above about 47; note: inactives centre near 10
Rab7 wt modul = dog Rab7 wildtype GTP binding, inhibitors and activators | GTP binding activity (percent of control), % at 10 µM | GST-Rab7 beads, fluorescent GTP binding, flow cytometry; actives lie on both sides; untreated = 100%, excess cold GTP = 0% | 0.055% of 190,000 active;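 active = fluorescent GTP binding to Rab7 beads changed by at least 20 points from the 100% baseline, either direction, mostly lower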;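 note: median green fluorescence of bound Bodipy-FL-GTP per Rab7 bead population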
ABCB1 block = inhibitors of human ABCB1 transporter, ABCG2 counter-screen; 0.067% of 190,000 active; AID 1326; CCRF-Adr cells, JC-1 efflux, flow cytometry; inhibition, % at 6.6 µM; P08183; in the data active = inhibition above about 40%;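 note: 0% = vehicle and 100% = reference inhibitor; higher value means more JC-1 retained so stronger ABCB1 efflux block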
Mcl1 Noxa PPI = disrupts binding of human Mcl-1 to Noxa peptide. 1.5% of 220,000 active. inhibition, % at 21.7 µM. TR-FRET Mcl-1/Noxa peptide binding, 2 h;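 active = compounds that cut the protein-peptide binding signal by more than 50% relative to plate controls in a single-dose test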;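 note: His-tagged Mcl-1 with rhodamine Noxa BH3 peptide and terbium anti-His antibody; 0% = Mcl-1 plus Noxa peptide wells and 100% = peptide-only wells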
Target sequence (Q07820 whole entry, looked up): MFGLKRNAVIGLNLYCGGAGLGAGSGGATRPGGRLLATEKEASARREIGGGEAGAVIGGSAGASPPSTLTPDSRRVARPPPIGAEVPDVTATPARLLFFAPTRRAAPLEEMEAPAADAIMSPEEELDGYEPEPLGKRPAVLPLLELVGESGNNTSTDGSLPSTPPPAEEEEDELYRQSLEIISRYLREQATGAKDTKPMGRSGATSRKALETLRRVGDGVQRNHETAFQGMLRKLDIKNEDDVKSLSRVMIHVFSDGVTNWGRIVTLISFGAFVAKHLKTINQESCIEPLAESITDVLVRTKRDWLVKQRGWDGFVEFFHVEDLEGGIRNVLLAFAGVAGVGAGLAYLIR
Rac1 mut GTP = human Rac1 activated mutant GTP binding change | GST-Rac1 activated beads, fluorescent GTP binding, flow cytometry; actives lie on both sides; 100% means binding = to untreated wells | AID 764 | P63000 | percent activity (GTP binding), % at 10 µM | 0.11% of 190,000 active;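 active = GTP binding at least 20 percentage points away from the 100% baseline, in either direction, so actives lie on both sides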
Rab2 wt GTP = changes GTP binding to wildtype dog Rab2A, up or down. GST-Rab2 wt beads, Bodipy-GTP binding, flow cytometry. GTP binding activity, % at 10 µM. 0.19% of 190,000 active. AID 760;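 active = GTP binding activity at least 20 points away from 100%, either lowered or raised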;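 note: 0% = beads with excess unlabeled GTP and 100% = no-compound control corrected for plate trend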
Rac1 wt modul = human Rac1 wildtype GTP binding, inhibitors and activators. P63000. GST-Rac1 beads, fluorescent GTP binding, flow cytometry; actives lie on both sides; 0 = cold GTP competed, 100 = untreated. GTP binding activity (% of control), % at 10 µM. 0.27% of 190,000 active;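 active = GTP binding activity at least 20 points away from the 100% control level, either lower or higher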
Cdc42 wt GTP = human Cdc42 wildtype GTP binding change, either direction; GST-Cdc42 beads, Bodipy-GTP binding, flow cytometry; actives lie on both sides; percent activity (GTP binding), % at 10 µM; 0.2% of 190,000 active;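 active = percent activity GTP binding at least 20 points away from the 100% baseline, either down as inhibitor or up as activator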;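 note: median bead fluorescence of bound Bodipy-FL-GTP at 100 nM; 0% = excess unlabeled GTP control and 100% = no compound control; below 100% means less GTP binding so inhibitor and above means activator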
Target sequence (P60953 whole entry, looked up): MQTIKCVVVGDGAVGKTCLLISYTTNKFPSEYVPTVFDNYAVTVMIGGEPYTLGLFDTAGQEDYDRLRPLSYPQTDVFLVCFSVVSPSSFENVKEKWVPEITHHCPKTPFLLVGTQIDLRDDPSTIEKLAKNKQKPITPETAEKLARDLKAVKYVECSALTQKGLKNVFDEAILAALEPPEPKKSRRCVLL
ABCG2 block = human ABCG2 inhibition, ABCB1 as counter-screen; Q9UNQ0; IgMXP3 cells, JC-1 efflux, flow cytometry; inhibition, % at 6.6 µM; 0.1% of 190,000 active;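 active = inhibition above 80%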;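 note: 0% = DMSO and 100% = nicardipine control wells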
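Test system: IgMXP3 (ABCG2) plus far-red-tagged CCRF-Adr (ABCB1) cells. Reagent: JC-1 dye as substrate. Timing: 10 min exposure at 25 °C with rotation, no wash. Measured by: flow cytometric JC-1 green MFI at 530 nm. Read-out: percent efflux inhibition, scaled nicardipine 100% to DMSO 0%. Control set: nicardipine and DMSO wells.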
HRas wt GTP = changes GTP binding to wildtype human HRas. 0.14% of 190,000 active. AID 759. GST-Ras wt beads, Bodipy-FL-GTP binding, flow cytometry; actives lie on both sides. P01112. GTP binding activity, % at 10 µM;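 active = GTP binding activity at least 20% away from the 100% baseline, either lowered as inhibitor or raised as activator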;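 note: 0% = unlabeled GTP competition control and 100% = no-compound control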
Target sequence (P01112 whole entry, looked up): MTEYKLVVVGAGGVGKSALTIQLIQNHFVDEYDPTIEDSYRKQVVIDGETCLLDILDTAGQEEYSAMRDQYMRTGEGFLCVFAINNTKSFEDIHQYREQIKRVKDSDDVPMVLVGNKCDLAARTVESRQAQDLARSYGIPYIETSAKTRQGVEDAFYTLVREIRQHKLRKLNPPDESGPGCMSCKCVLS
Numbers without * were called inactive; · = no result given.

SMILES	Pf gamet viab	Avidin fluor	Rab7 wt modul	ABCB1 block	Mcl1 Noxa PPI	Rac1 mut GTP	Rab2 wt GTP	Rac1 wt modul	Cdc42 wt GTP	ABCG2 block	HRas wt GTP
CC(C)Cc1nc2n[nH]c(N)c2c2c1COC(C)(C)C2	2.2	10	96.0	0.6	16.4	98.0	97.0	96.0	100.0	5.1	100.0
CCc1cccc(OCC(=O)Nc2ccc(S(=O)(=O)Nc3ccccn3)cc2)c1	20.2	10	103.0	0.3	12.2	98.0	102.0	101.0	99.0	2.0	100.0
O=C(CCc1ccccc1)Nc1ccncc1	·	6	97.0	0.0	-11.9	93.0	94.0	96.0	93.0	0.6	97.0
CCOC(=O)C(=O)Nc1ccc(Oc2ccccc2)cc1	-8.8	27	108.0	0.3	20.3	103.0	98.0	103.0	100.0	1.5	103.0
O=C(Nc1ccc(Br)cc1Cl)NC1CC1	5.1	8	96.0	0.4	9.6	94.0	95.0	98.0	93.0	3.5	94.0
COc1cc2c(cc1OC)C(C(=O)Nc1ccccn1)C(c1cccnc1)N(C)C2=O (stereo unspecified)	·	27	95.0	0.7	8.5	95.0	97.0	95.0	98.0	2.8	98.0
CCOc1ccccc1-c1nn2c(Cc3ccccc3)nnc2s1	-9.2	19	99.0	1.7	7.0	97.0	98.0	102.0	99.0	9.8	101.0
CCOC(=O)c1nonc1NC(C)=O	·	7	96.0	0.0	-6.5	101.0	100.0	103.0	101.0	-0.7	101.0
Cc1cc(C)n2nc(SCC(N)=O)nc2n1	·	16	101.0	-0.5	2.8	96.0	96.0	94.0	94.0	-0.9	96.0
Cc1[nH]n(-c2nc(-c3ccc(Cl)cc3)cs2)c(=O)c1N=Nc1ccc(O)cc1	-26.0	11	92.0	-0.4	29.7	91.0	92.0	95.0	92.0	-1.9	94.0
O=C(OCCN1CCN(c2ncc(C(F)(F)F)cc2Cl)CC1)c1ccc(Cl)cc1	·	13	102.0	0.2	8.7	98.0	100.0	98.0	100.0	0.9	99.0
CN(C(=O)CSc1nc(-c2ccc(F)cc2)cs1)C1CCS(=O)(=O)C1 (stereo unspecified)	·	6	92.0	-0.3	·	95.0	94.0	92.0	95.0	-1.5	94.0
CCOC(=O)C1=C(c2ccccc2)N=c2s/c(=C\c3ccco3)c(=O)n2C1c1cccs1 (stereo unspecified)	·	17	96.0	-0.9	19.1	94.0	93.0	107.0	97.0	-1.6	97.0
CC(=O)OCCCN1C(=O)c2ccc(Br)cc2C1=O	-14.6	9	101.0	0.5	4.2	101.0	100.0	108.0	104.0	2.6	101.0
CCOc1ccccc1NC(=O)CSc1nnc(CNC(=O)c2ccco2)o1	·	9	101.0	0.3	16.5	100.0	102.0	103.0	107.0	2.0	106.0

An excerpt from above in order of count of non-hydrogen atoms, ascending.
SMILES	Pf gamet viab	Avidin fluor	Rab7 wt modul	ABCB1 block	Mcl1 Noxa PPI	Rac1 mut GTP	Rab2 wt GTP	Rac1 wt modul	Cdc42 wt GTP	ABCG2 block	HRas wt GTP
Cc1cc(C)n2nc(SCC(N)=O)nc2n1	·	16	101.0	-0.5	2.8	96.0	96.0	94.0	94.0	-0.9	96.0
CC(=O)OCCCN1C(=O)c2ccc(Br)cc2C1=O	-14.6	9	101.0	0.5	4.2	101.0	100.0	108.0	104.0	2.6	101.0
CCc1cccc(OCC(=O)Nc2ccc(S(=O)(=O)Nc3ccccn3)cc2)c1	20.2	10	103.0	0.3	12.2	98.0	102.0	101.0	99.0	2.0	100.0

The listing continues:
SMILES	Pf gamet viab	Avidin fluor	Rab7 wt modul	ABCB1 block	Mcl1 Noxa PPI	Rac1 mut GTP	Rab2 wt GTP	Rac1 wt modul	Cdc42 wt GTP	ABCG2 block	HRas wt GTP
O=C1c2cccc3c([N+](=O)[O-])ccc(c23)C(=O)N1Cc1cccnc1	8.6	14	97.0	1.2	16.4	89.0	93.0	93.0	92.0	0.6	95.0
CN(CC(=O)N1CCc2ccccc21)S(=O)(=O)c1ccc(Cl)cc1	·	18	100.0	1.3	14.5	97.0	99.0	98.0	99.0	3.9	97.0
CCOc1ccc(NC(N)=O)cc1OCC	-5.5	13	99.0	1.0	-9.4	98.0	105.0	100.0	105.0	3.4	105.0
Cc1cc(SCC(=O)OCC(=O)NCc2ccc3c(c2)OCO3)c(C)cc1Br	15.7	10	98.0	-2.9	17.4	97.0	96.0	102.0	100.0	-7.9	95.0
COc1ccc(OC)c(CN2CCN(C(=O)c3cccc4ccccc34)CC2)c1	·	12	104.0	1.1	25.5	96.0	99.0	99.0	101.0	0.8	103.0
CSc1nnc(-c2ccc(F)cc2)o1	·	31	99.0	0.2	-7.4	100.0	99.0	103.0	102.0	1.1	100.0
CCn1nc(C)c(CN2CCN(Cc3cccc(OC)c3)C(CCO)C2)c1C (stereo unspecified)	8.1	12	96.0	0.3	16.4	98.0	96.0	99.0	98.0	0.6	94.0
CC(C)(C#N)Nc1ccccc1	1.0	13	99.0	0.1	4.7	101.0	102.0	102.0	104.0	-2.3	101.0
CC1CCN(C(=O)C2CCN(CC(C)c3ccccc3)CC2)CC1 (stereo unspecified)	·	25	102.0	0.9	28.8	98.0	97.0	99.0	97.0	3.7	97.0
CC(=O)NC(O)C(=O)c1ccccc1 (stereo unspecified)	·	28	95.0	2.3	-7.1	97.0	96.0	101.0	100.0	15.5	97.0
COC(=O)c1ccc(OCCOc2ccc(C(=O)OC)cc2)cc1	·	5	101.0	0.1	3.2	99.0	99.0	104.0	100.0	0.0	100.0
CC1(C)C(=O)OC(/C=C\c2cccc([N+](=O)[O-])c2)C(C)(C)C1=O (stereo unspecified)	·	7	95.0	-0.2	0.3	93.0	95.0	96.0	95.0	1.3	96.0
C/C(=N\NC(=O)c1ccc2c(c1)OCO2)c1ccc(C(=O)O)s1	·	12	102.0	0.7	13.1	96.0	98.0	94.0	94.0	0.9	96.0
CCN1CCCC(CO)(Cc2ccccc2)C1 (stereo unspecified)	-9.5	12	100.0	0.8	11.6	98.0	96.0	96.0	95.0	1.1	97.0
CN(C(=O)COC(=O)c1ccc2c(c1)NC(=O)CS2)C1CCS(=O)(=O)C1 (stereo unspecified)	4.1	41	102.0	0.8	-0.2	96.0	100.0	99.0	102.0	2.3	101.0
O=C1Nc2ccccc2/C1=N/c1sc2c(c1C(=O)NCCc1ccccc1)CCCC2	·	36	100.0	-0.3	2.1	98.0	101.0	102.0	102.0	-1.4	102.0
CCOc1ccc(Nc2nc(Cc3nnc(SCC(N)=O)o3)cs2)cc1	·	4	98.0	0.1	23.8	96.0	97.0	98.0	96.0	1.2	97.0
COc1cc(C(C)=O)ccc1OCC(O)CN1CCN(S(=O)(=O)c2ccccc2)CC1 (stereo unspecified)	0.6	37	95.0	0.6	15.4	100.0	97.0	100.0	100.0	1.8	99.0
CCOC(=O)C1=C(C)NC(SCC(=O)O)=NC1c1ccccc1 (stereo unspecified)	·	28	103.0	1.1	-6.4	101.0	102.0	104.0	104.0	7.3	100.0
Cc1c(Nc2ncnc3nc[nH]c23)c(=O)n(-c2ccccc2)n1C	·	7	98.0	0.2	15.2	99.0	99.0	100.0	102.0	1.3	100.0
CCCc1cc(=O)[nH]c(SCC(=O)c2cc(C)n(C3CC3)c2C)n1	·	15	102.0	1.2	6.1	98.0	100.0	100.0	102.0	8.8	100.0
CCN(CC)CC(C)CNC(=O)CC(C(=O)N1CCc2ccccc21)n1ccnc1 (stereo unspecified)	·	38	97.0	0.4	9.6	97.0	95.0	103.0	101.0	17.5	99.0
CCc1ccccc1NC(=O)/C(=C/c1ccccc1)c1ccccc1	·	42	103.0	-0.5	-9.3	98.0	96.0	101.0	99.0	35.0	100.0
Clc1ccc(Oc2cccc(/C=N/n3cnnc3)c2)cc1	·	6	99.0	0.3	27.6	96.0	96.0	99.0	94.0	2.2	98.0
C/C=C/c1ccc(OCC(=O)OCC)c(OC)c1	14.5	8	96.0	-0.3	11.6	97.0	97.0	99.0	98.0	0.8	99.0
CC(C)(C)C(=O)Nc1ccc2oc(-c3cc(F)c(F)cc3Cl)nc2c1	·	33	99.0	1.5	-19.3	99.0	98.0	101.0	100.0	10.3	101.0
O=C(O)c1ccccc1NS(=O)(=O)c1ccccc1C(F)(F)F	-16.1	10	99.0	-0.6	53.1*	100.0	100.0	103.0	100.0	8.9	99.0
CCOC(=O)c1ccc2nc(Nc3nc4ccc(F)cc4s3)sc2c1	·	12	90.0	-1.2	11.2	84.0	83.0	90.0	89.0	-3.9	88.0
CN(C(=O)c1cccc(C#N)c1)c1nnc(C2CCOC2)s1 (stereo unspecified)	·	12	103.0	0.2	-4.5	106.0	107.0	111.0	108.0	1.0	104.0
CCCn1nnc(NC(=O)c2ccccc2Br)n1	·	8	100.0	1.2	-8.9	99.0	102.0	100.0	103.0	6.8	102.0
CC(=O)c1ccc(NC(=O)C(Cc2ccccc2)NC(=O)c2ccco2)cc1 (stereo unspecified)	·	45	102.0	0.0	-2.7	96.0	102.0	101.0	104.0	0.5	103.0
COc1ccc(-c2[nH]ncc2CNC(C)c2ccccc2Cl)cc1F (stereo unspecified)	-2.1	18	95.0	0.8	31.5	95.0	95.0	99.0	96.0	1.4	95.0
Cc1cc(C)n2nc(C(=O)N/N=C/c3ccccc3Cl)nc2n1	-3.8	7	95.0	-0.3	-1.9	95.0	94.0	95.0	94.0	3.0	94.0
COc1ccc(Cl)cc1NC(=O)CN1CCCC1	21.9	26	106.0	0.0	9.2	98.0	97.0	96.0	96.0	0.3	98.0
O=C(CCn1cnc2ccccc21)N/N=C/c1ccc(O)cc1	-4.9	17	100.0	0.6	6.7	98.0	99.0	101.0	100.0	2.9	100.0
CCn1c(CCCc2ccc(OC)c(C)c2)n[nH]c1=S	4.5	8	93.0	-0.5	32.5	96.0	96.0	93.0	94.0	-0.6	96.0
COc1ccccc1/C=C/C(=O)NC(=S)N(C)C1CCCCC1	-15.6	9	97.0	-0.8	11.5	92.0	99.0	94.0	96.0	-2.2	97.0
Cc1ccc2nc(/C(C#N)=C\c3ccc([N+](=O)[O-])o3)[nH]c2c1	·	13	104.0	60.6*	66.0*	96.0	102.0	100.0	101.0	0.0	100.0
O=c1[nH]c(/C(Cl)=C/c2c(F)cccc2Cl)nc2cc(Cl)ccc12	-9.2	11	97.0	-0.1	10.8	99.0	101.0	104.0	100.0	10.6	103.0
O=C(CCCc1nc2ccccc2s1)NC(c1ccccc1)c1ccccc1	7.1	8	96.0	0.1	13.8	100.0	98.0	101.0	98.0	0.2	98.0
CCc1cccc(C)c1NC(=O)CNCc1ccccc1	10.2	9	103.0	0.5	7.6	98.0	103.0	104.0	99.0	0.8	102.0
C=CCOC(=O)/C(=C/c1ccco1)NC(=O)/C=C/c1ccccc1	·	7	97.0	0.2	-19.5	100.0	100.0	101.0	98.0	8.9	97.0
O=C(O)c1cccnc1SC1CC(=O)N(CCc2ccccc2)C1=O (stereo unspecified)	·	10	97.0	0.2	26.5	98.0	98.0	100.0	100.0	0.0	99.0
